Screening results from PubChem.
GSTO1 inh: inhibitors of recombinant GSTO1, primary screen, counter-screen for RBBP9 inhibitor project, biochemical, fluorescence polarization; Glutathione S-transferase omega-1 (Homo sapiens), P78417; activity-based probe fluorescence polarization; inhibition, % at 5.96 µM; 300,000 tested, 1.1% active;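 active means inhibition above the campaign mean inhibition plus 3 SD, cut at about 35% in these data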;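 further: 0% = GSTO1-1 with DMSO and 100% = wells lacking GSTO1-1 enzyme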
PME-1 primary: PME-1 inhibitors via competitive probe labeling, primary screen, biochemical, fluorescence polarization, FP-Rh probe, HTS; 320,000 tested, 0.53% active; inhibition, % at 5.9 µM; recombinant PME-1; Protein phosphatase methylesterase 1 (Homo sapiens), Q9Y570;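 active means inhibition above the campaign mean of all compounds plus 3 SD, cut at about 26% in these data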;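 further: competitive labeling of PME-1 active site by serine hydrolase directed probe; 0% = PME-1 with DMSO and 100% = wells lacking PME-1 enzyme; inhibitors block probe labeling so polarization falls and inhibition rises; many of its hits are not listed in these tables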
Target sequence (Q9Y570 whole entry, looked up): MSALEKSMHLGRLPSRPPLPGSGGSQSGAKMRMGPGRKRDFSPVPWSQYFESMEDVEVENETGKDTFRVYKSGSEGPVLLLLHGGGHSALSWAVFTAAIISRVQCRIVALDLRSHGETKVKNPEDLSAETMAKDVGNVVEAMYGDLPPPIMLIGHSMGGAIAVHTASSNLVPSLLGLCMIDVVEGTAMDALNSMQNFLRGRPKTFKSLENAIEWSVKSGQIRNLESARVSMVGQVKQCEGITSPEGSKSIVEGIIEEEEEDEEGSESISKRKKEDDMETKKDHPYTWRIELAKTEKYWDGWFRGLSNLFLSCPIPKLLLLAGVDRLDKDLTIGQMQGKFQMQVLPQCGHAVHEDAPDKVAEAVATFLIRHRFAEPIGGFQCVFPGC
Bcl-xL primary: inhibitors of human Bcl-xL, primary screen, biochemical, fluorescence polarization, HTS; GST-Bcl-xL / FITC-Bim BH3 peptide fluorescence polarization; inhibition, % at 10.9 µM; 320,000 tested, 0.7% active; Bcl-2-like protein 1 (Homo sapiens), Q07817;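 active means inhibition above the mean of all tested compounds plus 3 SD, cutoff set per campaign, cut at about 30% in these data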;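 further: 0% = DMSO wells and 100% = unlabeled Bim-BH3 peptide competitor; inhibitors lower millipolarization by displacing the labeled peptide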
TPT1 inhibitor: Candida albicans TPT1 enzyme inhibitors, primary screen, biochemical, fluorescence polarization | AID 1962, 2009 | recombinant caTPT1, FP RNA substrate dephosphorylation | 300,000 tested, 0.81% active | tRNA 2'-phosphotransferase TPT1 (Candida albicans SC5314) | inhibition, % at 5 µM;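 active means inhibition above the mean of all tested compounds plus 3 SD, set per screening campaign, cut at about 24% in these data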;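 further: plate controls were DMSO alone for no effect and ferristatin control at 100 nM for full effect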
GLD-1 RNA inh: GLD-1/TGE RNA complex disruptors, primary screen, biochemical, fluorescence polarization; 320,000 tested, 0.44% active; Female germline-specific tumor suppressor gld-1 (Caenorhabditis elegans), Q17339; inhibition, % at 5.96 µM; AID 2280, 2010; purified GLD-1 + fluorescein TGE RNA;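 active means percent inhibition above a per-plate cutoff, the plate mean of test compounds plus 3 SD, cut at about 30% in these data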;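 further: 0% = DMSO wells with GLD-1 and probe and 100% = wells lacking GLD-1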
PAD4 FP inh: human PAD4 inhibitors, primary screen, biochemical, fluorescence polarization, 1536-well format; Protein-arginine deiminase type-4 (Homo sapiens), Q9UM07; inhibition, % at 6.36 µM; recombinant PAD4, RCA probe fluorescence polarization; 330,000 tested, 0.41% active;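 active means percent inhibition above a cutoff equal to the mean of all tested compounds plus 3 SD, cut at about 15% in these data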;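 further: 0% = PAD4 with RCA probe and DMSO and 100% = probe without PAD4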
Fam108B counter: mouse Fam108B serine hydrolase inhibitors, primary screen, counter-screen for RBBP9 inhibitor project, biochemical, fluorescence polarization; recombinant Fam108B, FP-Rh probe fluorescence polarization; inhibition, % at 9.51 µM; 300,000 tested, 0.33% active; AID 1947, 2009;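 active means inhibition above the screen mean inhibition plus 3 SD, computed separately per campaign, cut at about 18% in these data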;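 further: inhibitors lower polarization as less probe binds the enzyme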
MCL1 BIM primary: inhibitors of MCL1 binding to BIM-BH3, primary screen, biochemical, fluorescence polarization; inhibition, % at 10.9 µM; AID 2057, 2009; GST-MCL1 / FITC-Bim-BH3 fluorescence polarization; Induced myeloid leukemia cell differentiation protein Mcl-1 (Homo sapiens), Q07820; 320,000 tested, 0.68% active;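 active means inhibition above the mean inhibition of all tested compounds plus 3 SD, set per campaign, cut at about 40% in these data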;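 further: 0% = DMSO wells and 100% = unlabeled Bim-BH3 peptide control; higher means more loss of mP so more displacement of Bim peptide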
MEX-5 binding: MEX-5 zinc finger RNA-binding disruptors – biochemical, C. elegans, fluorescence polarization, MLPCN library, primary screen; Zinc finger protein mex-5 (Caenorhabditis elegans), Q9XUB2; MEX-5/FITC-TCR2 RNA binding; hits give low values; activity score (negative = inhibition of binding), % at 10 µM; 300,000 tested, 0.38% active; AID 1832, 2009;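 active means inhibition past about -25% in most replicates, and total fluorescence under double the plate's negative control median, limit read from the data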;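 further: 0% = DMSO and -100% = 5 µM competing unlabeled TCR2 RNA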
Target sequence (Q9XUB2 whole entry, looked up): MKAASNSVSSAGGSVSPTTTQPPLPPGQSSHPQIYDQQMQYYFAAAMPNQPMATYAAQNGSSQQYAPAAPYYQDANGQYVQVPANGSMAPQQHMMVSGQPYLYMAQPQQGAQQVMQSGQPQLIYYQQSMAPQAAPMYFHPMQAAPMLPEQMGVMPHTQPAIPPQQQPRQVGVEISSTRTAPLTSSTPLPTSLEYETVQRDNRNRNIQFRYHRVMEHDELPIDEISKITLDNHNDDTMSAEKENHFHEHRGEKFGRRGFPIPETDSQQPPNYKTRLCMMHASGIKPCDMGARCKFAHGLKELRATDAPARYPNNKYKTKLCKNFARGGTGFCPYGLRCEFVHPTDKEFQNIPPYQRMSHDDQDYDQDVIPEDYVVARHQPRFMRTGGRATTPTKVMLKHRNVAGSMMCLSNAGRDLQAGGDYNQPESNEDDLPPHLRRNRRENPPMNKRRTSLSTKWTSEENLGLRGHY
Active calls of the source: *; · = not tested or not shown. An excerpt; the hit share may differ from the screen's.

SMILES | GSTO1 inh | PME-1 primary | Bcl-xL primary | TPT1 inhibitor | GLD-1 RNA inh | PAD4 FP inh | Fam108B counter | MCL1 BIM primary | MEX-5 binding
O=C(Nc1ccccc1)c1cccc(S(=O)(=O)Nc2ccccn2)c1 | 4 | -3 | 1 | 2 | 1 | 0 | 6 | 0 | -0.8
COc1cc(OC)cc(-c2nc3ccccc3c(=O)n2NC(=O)c2cccnc2Cl)c1 | 3 | 4 | 4 | -2 | 8 | 2 | 0 | 7 | 0.6
C=C(C)C1CC=C(C)/C(=N/NC(=O)CCCNc2cccc(C)c2)C1 (configuration not stated) | 5 | 6 | 6 | 0 | -5 | 0 | 6 | 10 | 0.4
COc1cccc(CC(=O)N2CCC(CCC(=O)Nc3cccc(OC)c3)CC2)c1 | 2 | 2 | 9 | -1 | 4 | -2 | -2 | 3 | 0.6
Cc1cc(CN(C)C(=O)CC2C(=O)NCCN2Cc2c(F)cccc2Cl)n[nH]1 (configuration not stated) | 4 | -3 | 9 | -5 | 4 | -4 | -3 | 4 | 0.2
COc1ccc2nc(C)c(C(N)=O)cc2c1 | -3 | 1 | -1 | -1 | 1 | -5 | 2 | -4 | -4.7
CC(=O)Nc1sc(N/N=C\c2cccc(Cl)c2)nc1-c1cccs1 | 0 | 11 | 4 | 2 | -3 | -5 | 13 | 6 | 1.3
COC(=O)[C@]1(Cc2ccccc2)N[C@H](c2ccc(-c3ccc4c(c3)OCO4)cc2)[C@@H]2C(=O)N(C)C(=O)[C@@H]21 | 5 | -1 | 1 | -2 | 12 | 3 | 0 | 3 | -1.9
CCOc1ccc(S(=O)(=O)NCc2ccc3c(c2)OCO3)cc1C(=O)O | 7 | -2 | 5 | -4 | 5 | -1 | -1 | 1 | 3.5
O=C(O)c1cc2c(s1)-c1ccccc1OC2 | 7 | -2 | 6 | -1 | 2 | -1 | 0 | 16 | -1.2
CC1(C)CC(=O)C(Sc2ccccc2C(=O)O)=C(O)C1 | 3 | -2 | 2 | 3 | 7 | 0 | 5 | 4 | -1.1
COC(=O)C[C@H]1c2ccc(C(F)(F)F)cc2S(=O)(=O)N1Cc1ccccc1 | 6 | -1 | 3 | 0 | -1 | -1 | 5 | -1 | 1.9
Cc1cc(=S)[nH]c2ccccc12 | 3 | 0 | 4 | 1 | 1 | -10 | -5 | 7 | -1.6
CCC(C)N(C(=O)COC(=O)/C=C/c1ccc(O)c(OC)c1)C1CCS(=O)(=O)C1 (configuration not stated) | 1 | 4 | -1 | 1 | -8 | -2 | 2 | -20 | -2.5
O=C(Nc1cccc(F)c1)N(Cc1ccc(Cl)cc1)CC(O)C(F)(F)F (configuration not stated) | -17 | -2 | 5 | 1 | 2 | 0 | 2 | 6 | 1.5
Cc1cc(C)nc(SCc2cc(=O)c(OC(=O)c3ccco3)co2)n1 | 7 | -10 | 4 | 0 | 8 | 2 | 5 | 6 | 1.6
COc1ccc(NC(=O)c2c(OC)cccc2OC)c(OC)c1 | -2 | -4 | 3 | 1 | 1 | -1 | 2 | 3 | 1.4
CCOc1ccccc1NC(=O)c1ccc(NC(=O)c2ccco2)cc1 | -9 | -7 | 1 | 1 | 0 | -3 | -10 | -2 | 0.3
O=C(COC(=O)c1cccc(Cl)c1)Nc1ccc2[nH]c(=O)[nH]c2c1 | -10 | -9 | 1 | 2 | 2 | -6 | -9 | -3 | 0.6
CCOC(=O)c1cc(NC(=O)Nc2ccccc2Cl)c(C)nc1C | -3 | -6 | -3 | -1 | -3 | -2 | -11 | 1 | 1.5
COc1ccc(CS(=O)(=O)c2nc(C)cc(C)c2S(C)(=O)=O)cc1 | -3 | 1 | 2 | 2 | -4 | -4 | -2 | 2 | -0.1
Cc1cc(C)c(C#N)c(Nc2ccc(F)cc2)n1 | 6 | 2 | 7 | -1 | 10 | -3 | 1 | 5 | 1.2
CCOC(=O)c1cc(-c2ccccc2)sc1NC(=O)C(C)OC(=O)c1cccnc1Cl (configuration not stated) | -3 | -6 | 1 | -2 | 8 | 1 | -4 | 1 | 2.0
Cc1ccc(NCc2nnc(SCC(=O)O)n2Cc2ccccc2)cc1Cl | -3 | -3 | -2 | 1 | 4 | -1 | -1 | 0 | 2.2
O=C(Nc1ccc(Cl)c(Cl)c1)N1CC=C(c2ccccc2)CC1 | -19 | -67 | 3 | 0 | 3 | -2 | -24 | 1 | -4.6

Structures from the list above with an aryl thioether with sulfur outside any ring (three):
SMILES | GSTO1 inh | PME-1 primary | Bcl-xL primary | TPT1 inhibitor | GLD-1 RNA inh | PAD4 FP inh | Fam108B counter | MCL1 BIM primary | MEX-5 binding
CC1(C)CC(=O)C(Sc2ccccc2C(=O)O)=C(O)C1 | 3 | -2 | 2 | 3 | 7 | 0 | 5 | 4 | -1.1
Cc1cc(C)nc(SCc2cc(=O)c(OC(=O)c3ccco3)co2)n1 | 7 | -10 | 4 | 0 | 8 | 2 | 5 | 6 | 1.6
Cc1ccc(NCc2nnc(SCC(=O)O)n2Cc2ccccc2)cc1Cl | -3 | -3 | -2 | 1 | 4 | -1 | -1 | 0 | 2.2

Looked up above:
Value for COc1cccc(CC(=O)N2CCC(CCC(=O)Nc3cccc(OC)c3)CC2)c1 in GLD-1 RNA inh: 4
Value for CC1(C)CC(=O)C(Sc2ccccc2C(=O)O)=C(O)C1 in TPT1 inhibitor: 3

The main list resumes, starting two compounds before the break.
SMILES | GSTO1 inh | PME-1 primary | Bcl-xL primary | TPT1 inhibitor | GLD-1 RNA inh | PAD4 FP inh | Fam108B counter | MCL1 BIM primary | MEX-5 binding
Cc1ccc(NCc2nnc(SCC(=O)O)n2Cc2ccccc2)cc1Cl | -3 | -3 | -2 | 1 | 4 | -1 | -1 | 0 | 2.2
O=C(Nc1ccc(Cl)c(Cl)c1)N1CC=C(c2ccccc2)CC1 | -19 | -67 | 3 | 0 | 3 | -2 | -24 | 1 | -4.6
COc1ccccc1NC(=O)c1ccc([N+](=O)[O-])o1 | -6 | 1 | 5 | 0 | 10 | -2 | 1 | 1 | -1.6
O=C(NN=C1CCCC1)c1n[nH]c2c1CCC2 | -8 | -8 | 3 | 1 | 6 | 1 | -1 | 0 | 1.4
CCC(=O)N1CCCc2cc(S(=O)(=O)N3CCN(C4CCCCC4)CC3)ccc21 | 2 | 3 | 6 | -5 | 11 | 6 | -1 | 16 | 2.7
CCSc1nnc(NC(=O)Cc2cc(OC)c(OC)c(OC)c2)s1 | -7 | 4 | 0 | 2 | 5 | 2 | 1 | 6 | 0.1
Cc1cccc(NC(=O)N2CCC(NC(=O)c3ccccc3C)CC2)c1 | 11 | 0 | -1 | -3 | 4 | 5 | 3 | -3 | 1.8
Cc1ccc(NC(=O)c2c(C(F)(F)F)nn(C)c2SCc2cccc(C(F)(F)F)c2)cc1C | -5 | -12 | -6 | -2 | 9 | -6 | -16 | -2 | -0.8
CN(C)S(=O)(=O)c1cccc(C(=O)OCC(=O)Nc2sccc2C(N)=O)c1 | 4 | 6 | 9 | -1 | 0 | 4 | -1 | 4 | -3.7
COC(=O)c1ccc2ccn(CC(=O)NC3CCCCC3)c2c1 | -4 | -1 | 28 | -96 | 24 | -5 | -8 | 49* | -1.0
C/C(=N\Nc1cccc2cccnc12)c1ccc[nH]1 | 47* | 6 | 12 | -1 | -6 | -2 | 8 | 13 | 0.8
Oc1cc(Cc2ccccc2)cnc1CN1CCCCC1 | -3 | -4 | 10 | 0 | 5 | -2 | 0 | 7 | -0.8
c1ccc(-c2ncnc3nc4n(c23)CCC4)cc1 | -1 | -2 | 1 | 0 | -3 | -1 | 3 | 3 | 0.8
COc1cccc(CN(C)C(=O)c2ccc(S(=O)(=O)N3CCCC3)cc2)c1OC | -1 | 5 | 3 | 3 | 3 | -2 | 1 | -3 | 2.2
Cc1nccn1-c1ccc(C(F)(F)F)cc1[N+](=O)[O-] | 3 | 0 | 4 | 1 | 0 | 4 | -6 | 9 | 0.3
O=C(Nc1cc(F)c(Br)cc1F)c1ccc(Cl)cc1 | 1 | 3 | 5 | -1 | 1 | -3 | 3 | 5 | -0.3
CN(C)S(=O)(=O)c1ccc(N2CCCC2)c(C(=O)Nc2ccc(F)cc2F)c1 | 6 | -8 | -14 | 0 | -9 | 6 | 0 | -13 | -0.9
COc1ccc(C(=O)C2CCCN(C(=O)c3ccoc3C)C2)cc1F (configuration not stated) | 9 | 0 | 7 | 0 | -3 | 2 | 4 | -1 | 1.7
COc1cc2c(c(OC)c1OC)CCc1cnoc1-2 | 0 | 4 | 2 | -1 | 3 | -6 | 6 | -5 | -0.4
CCS(=O)(=O)c1nc(S(=O)(=O)c2ccc(C)cc2)c(NCCN2CCOCC2)s1 | 3 | -2 | 2 | 0 | 3 | -1 | -2 | 2 | -0.9
COc1ccc(Cl)cc1C(=O)OCC(=O)NC(=O)c1cccn1C | 4 | -5 | 1 | -4 | 4 | -5 | 5 | 8 | 3.2
Cc1ccc(OCCC(=O)NNC(=O)c2ccccc2F)cc1 | · | -2 | 0 | · | 10 | -6 | · | -1 | ·
Cc1ccccc1NC(=O)c1sc2nc[nH]c(=O)c2c1C | 10 | -6 | 15 | 2 | 14 | -4 | -1 | 8 | 0.7
NC(=O)CSc1nc2cc([N+](=O)[O-])ccc2n1-c1cccc(C(F)(F)F)c1 | -14 | 4 | 0 | 0 | 11 | 2 | 14 | -2 | -0.4
CC(=O)c1c(C)[nH]c(C(=O)OCC(=O)NCc2ccc(Cl)cc2)c1C | · | 6 | -5 | · | 4 | -7 | · | -8 | ·
CCOC(=O)N1CCN(C(=O)c2cc3cc(C)ccc3[nH]2)CC1 | -2 | 0 | 0 | 1 | 5 | -2 | 1 | 4 | -0.4
CCOC(=O)NC(=O)COC(=O)c1ccc(Sc2ncn[nH]2)c([N+](=O)[O-])c1 | 12 | 6 | 0 | 19 | 3 | -2 | 3 | 0 | -21
Cc1nc2cc(Cl)c(Cl)cc2nc1C | -1 | -3 | 5 | 1 | 9 | -4 | 5 | 2 | 0.6
Cc1cccc(NC(=O)C2CCCN2S(=O)(=O)c2ccc(Cl)cc2)n1 (configuration not stated) | 3 | 3 | 3 | -1 | 2 | -4 | 2 | 5 | -4.1
O=C(COc1ccc(Cl)cc1Cl)NC(=O)c1ccccc1 | -2 | 1 | -7 | -1 | -11 | 7 | -4 | -19 | 0.3
